Assay outcomes: PubChem, several laboratories
UHRF1 binding: blocks human UHRF1 binding to methylated DNA. UHRF1 binding to methylated oligo, TR-FRET. inhibition, % at 4.4 µM. actives 0.75% (n = 370,000). AID 687016; in the data active = inhibition above about 21%;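 also: UHRF1 SRA domain binding a hemimethylated CpG hairpin DNA probe; 0% = median of test compound wells and 100% = reference inhibitor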
MBD2 inh: blocks human MBD2 binding to methylated DNA | Q9UBB5 | TR-FRET, MBD2 binding to methylated oligonucleotide | inhibition, % at 4.4 µM | actives 0.31% (n = 370,000); in the data active = inhibition above about 13%
rCAG RNA binder: molecules binding r(CAG) RNA repeats. r(CAG) RNA repeat, TO-PRO-1 dye displacement fluorescence. inhibition, % at 3 µM. actives 1.3% (n = 370,000). AID 651821;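 active = inhibition above the plate cutoff, the mean of all test compounds on that plate plus 3 SD, cut at about 35% in these data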;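 also: 0% = DMSO alone and 100% = 100 µM mitoxantrone as full dye displacement; higher means more dye released from RNA so lower well fluorescence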
mABHD4 FP: inhibitors of mouse ABHD4; Q8VD66; purified mABHD4, FP-Rh probe fluorescence polarization; inhibition, % at 8.92 µM; actives 0.54% (n = 370,000);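 active = inhibition exceeding the mean over every tested compound plus 3 SD, cut at about 30% in these data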;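 also: 0% = plate median of compound wells and 100% = S159A mutant with DMSO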
Target sequence (Q8VD66 whole entry, looked up): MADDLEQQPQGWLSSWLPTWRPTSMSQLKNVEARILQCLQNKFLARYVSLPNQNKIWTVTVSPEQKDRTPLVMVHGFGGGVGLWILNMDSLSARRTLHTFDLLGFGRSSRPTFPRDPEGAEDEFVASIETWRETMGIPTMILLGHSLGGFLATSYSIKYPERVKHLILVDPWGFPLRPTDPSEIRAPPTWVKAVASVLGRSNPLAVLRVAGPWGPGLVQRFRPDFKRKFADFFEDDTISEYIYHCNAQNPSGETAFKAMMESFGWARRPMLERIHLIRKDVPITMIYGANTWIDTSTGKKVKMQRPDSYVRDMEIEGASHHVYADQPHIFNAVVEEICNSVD
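system = mouse ABHD4 enzyme, wild type | medium = HEPES pH 7.0, NaCl, Pluronic buffer | also added = FP-Rh probe | incubation = Enzyme–compound pre-incubation 45 min, then probe 60 min, both 25 °C | technique = fluorescence polarization, excitation 525 nm, emission 598 nm, BODIPY TMR filters | controls = S159A mutant high control, sample median low control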
HTRA1 inhibitor: HTRA1 (human) protease inhibition; Q92743; recombinant HTRA1, FP-rhodamine activity-based probe, fluorescence polarization; inhibition, % at 5.96 µM; actives 0.5% (n = 340,000); in the data active = inhibition above about 36%;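 also: 0% = enzyme with DMSO and 100% = wells lacking enzyme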
PG9 binder: small molecules binding HIV-1 gp120 antibody PG9. TR-FRET gp120-PG9 antibody binding. inhibition, % at 6.7 µM. actives 0.43% (n = 360,000); in the data active = inhibition above about 8.5%
PRMT1 inh: blocks human protein arginine methyltransferase 1; Q99873; recombinant PRMT1, activity-based probe fluorescence polarization; inhibition, % at 2.79 µM; actives 1.3% (n = 370,000); AID 652257;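 active = inhibition above about 21% made by adding two undisclosed values, limit read from the data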
NR1D1 modulator: modulates human Rev-erb alpha binding to DNA | P20393 | Rev-erbα–FITC-DNA binding, fluorescence polarization, 90 min | activity, % at 10 µM | actives 0.79% (n = 370,000) | AID 1259318;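 active = activity above about 14%, limit read from the data; passing the limit was not always enough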;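 also: 0% = DMSO wells with 35 nM protein and 100% = DMSO wells with 750 nM protein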
TCR CD3 inh: inhibitors of human TCR-CD3 interaction; TAMRA-labeled TCR probe fluorescence, biochemical; inhibition, % at 9.4 µM; actives 0.37% (n = 360,000); AID 651800; in the data active = inhibition above about 19%;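 also: recombinant mutant TCR 2C K166C tagged with TAMRA read by polarization; 0% = receptor in buffer alone and 100% = receptor with positive control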
LEDGF integ inh: blocks HIV-1 LEDGF/p75-dependent DNA integration. AID 743269. inhibition, % at 3.7 µM. TR-FRET IN-LEDGF/p75 DNA integration, Eu/Cy5. actives 0.64% (n = 370,000);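 active = inhibition above the screen-wide mean plus 3 SD, cut at about 13% in these data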;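 also: signal is the Cy5 over europium emission ratio at 671 and 618 nm; 0% = plate median of compound wells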
Active calls of the source: *; · = no result given.

Molecule	UHRF1 binding	MBD2 inh	rCAG RNA binder	mABHD4 FP	HTRA1 inhibitor	PG9 binder	PRMT1 inh	NR1D1 modulator	TCR CD3 inh	LEDGF integ inh
CC(C)CC(=O)Nc1ccnc(-c2ccncc2)n1	2	4	-6	-1	-7	-0.7	4	-2	-3	-5
Cc1cc(NC(=O)COc2ccccc2C(N)=O)no1	1	6	2	-2	-2	2.7	1	-2	-5	5
CC(=O)OC[C@@H]1CN(Cc2ccccc2)C[C@H](n2cnc3c(Nc4ccccc4)ncnc32)O1	1	-1	3	6	·	-2.6	6	-4	-10	-3
O=C(CSc1nnc(COc2ccccc2)n1Cc1ccco1)c1ccc(F)cc1	-1	4	9	-7	-20	0.6	4	-4	-6	-1
O=S(=O)(c1ccccc1)N(CC(F)(F)F)c1ccc(C(O)(C(F)(F)F)C(F)(F)F)cc1	0	-6	2	-72	·	-1.4	1	·	-21	2
COc1cc(NC(=O)c2sc(C)nc2C)c(OC)cc1NC(=O)c1ccccc1	0	8	2	-4	1	-1.1	-3	1	1	2
Cc1[nH]c(=O)[nH]c(=O)c1NS(=O)(=O)c1ccccc1	6	-2	8	17	1	-0.3	2	4	5	-10
CC(C)(C)OC(=O)/C=C/[C@H](CCCCl)Sc1ccc(C(C)(C)C)cc1	1	-2	1	-9	·	·	-1	-1	·	3
COc1cc(/C=N/NC(=O)c2ccc(COc3cc(C)ccc3C(C)C)cc2)cc(OC)c1O	-2	-4	11	-2	-9	1.6	0	-1	2	-1
Clc1cccc(N/N=C/c2ccc(N3CCOCC3)cc2)c1	-1	-11	9	10	20	-0.5	0	-1	1	-2
COc1ccccc1N1CCN(C(=O)CSc2nc3ccccc3c(=O)n2CC2CCCO2)CC1 (stereo not drawn)	0	1	-9	-3	6	0.4	1	-3	3	2
CCN(CC)S(=O)(=O)c1cccc(C(=O)Nc2ccc(Cl)cn2)c1	5	6	-1	0	-5	-0.9	-1	-4	5	-1

Of the compounds above, 7 contain sulfur:
Molecule	UHRF1 binding	MBD2 inh	rCAG RNA binder	mABHD4 FP	HTRA1 inhibitor	PG9 binder	PRMT1 inh	NR1D1 modulator	TCR CD3 inh	LEDGF integ inh
O=C(CSc1nnc(COc2ccccc2)n1Cc1ccco1)c1ccc(F)cc1	-1	4	9	-7	-20	0.6	4	-4	-6	-1
O=S(=O)(c1ccccc1)N(CC(F)(F)F)c1ccc(C(O)(C(F)(F)F)C(F)(F)F)cc1	0	-6	2	-72	·	-1.4	1	·	-21	2
COc1cc(NC(=O)c2sc(C)nc2C)c(OC)cc1NC(=O)c1ccccc1	0	8	2	-4	1	-1.1	-3	1	1	2
Cc1[nH]c(=O)[nH]c(=O)c1NS(=O)(=O)c1ccccc1	6	-2	8	17	1	-0.3	2	4	5	-10
CC(C)(C)OC(=O)/C=C/[C@H](CCCCl)Sc1ccc(C(C)(C)C)cc1	1	-2	1	-9	·	·	-1	-1	·	3
COc1ccccc1N1CCN(C(=O)CSc2nc3ccccc3c(=O)n2CC2CCCO2)CC1 (stereo not drawn)	0	1	-9	-3	6	0.4	1	-3	3	2
CCN(CC)S(=O)(=O)c1cccc(C(=O)Nc2ccc(Cl)cn2)c1	5	6	-1	0	-5	-0.9	-1	-4	5	-1

The list is partial, so the mix of outcomes need not match the whole.
